Source: PubChem (Sanford-Burnham Center for Chemical Genomics)
UPR XBP1 act: activators of adaptive XBP1 UPR arm, primary screen, cell-based, CHO-XBP1 luciferase reporter, luminescence, uHTS | 330,000 compounds, 0.33% hits | activation, % at 20 µM | IRE1-XBP1 UPR activation; percent of tunicamycin response, DMSO as zero;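 active means versus positive control, 20 µM dose yields 30% or more activation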;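 further: 100% = tunicamycin at 10 µg/mL and 0% = DMSO only wells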
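Material: IRE1-XBP1 luciferase reporter CHO line / Quantity: one thousand reporter cells per well / Buffer or medium: F12 with 10% serum / Compound: 20 µM single concentration, DMSO 1% / Times: 6 h treatment, 37 °C / Detection: Steady-Glo luciferase glow luminescence, 10 min after reagent addition / Benchmarks: tunicamycin high, DMSO low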
CHOP UPR activ: activators of apoptotic CHOP UPR arm, primary screen, cell-based, CHO-CHOP luciferase reporter, luminescence, uHTS | UPR activation; percent of tunicamycin response over DMSO baseline | activation, % at 10 µM | 330,000 compounds, 0.34% hits | AID 449763, 2010;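 active means at 10 µM dose, activation of 40% or more, normalized to positive control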;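 further: 100% = tunicamycin at 10 µg/mL and 0% = DMSO alone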
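Assay system: CHO cells with stable CHOP pathway luciferase reporter; Buffer or medium: F12 plus 10% serum; Times: 16-18 h cell attachment, then 6 h compound exposure, 37 °C; Signal: luciferase luminescence; Read-out basis: percent activation relative to tunicamycin control; Control set: tunicamycin high control, DMSO low control.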
APJ antag: antagonists of human apelin receptor APJ, primary screen, CHO-K1 cells, beta-arrestin complementation, luminescence; inhibition, % at 20 µM; 330,000 compounds, 0.32% hits;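 active means inhibition above about 40% at 20 µM, limit read from the data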;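 further: cells challenged with 10 nM apelin-13 agonist together with compound; plate controls were apelin-13 plus DMSO wells for no effect and DMSO wells lacking apelin-13 for full effect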
Target sequence (P35414 whole entry, looked up): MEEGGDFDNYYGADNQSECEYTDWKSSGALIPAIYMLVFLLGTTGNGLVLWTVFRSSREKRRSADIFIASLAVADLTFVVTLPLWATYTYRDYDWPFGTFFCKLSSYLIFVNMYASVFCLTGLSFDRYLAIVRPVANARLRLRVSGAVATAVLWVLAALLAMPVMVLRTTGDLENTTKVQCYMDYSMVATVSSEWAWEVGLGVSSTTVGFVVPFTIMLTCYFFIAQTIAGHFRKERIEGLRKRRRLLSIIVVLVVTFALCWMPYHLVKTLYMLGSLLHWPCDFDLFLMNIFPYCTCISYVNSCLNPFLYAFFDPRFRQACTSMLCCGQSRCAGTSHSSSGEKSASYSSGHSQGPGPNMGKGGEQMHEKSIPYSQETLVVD
697 NFkB inh: inhibitors of PMA/ionomycin-induced NF-kB reporter, 697 cells, primary screen, B-cell NF-kB inhibitor project, cell-based, luminescence, uHTS | inhibition, % at 4 µM | 697 B-cell NF-kB luciferase reporter, 16 h | 330,000 compounds, 0.33% hits; in the data active means inhibition above about 35%
tim23-1 inh: growth inhibitors of tim23-1 mutant yeast, primary screen, luminescence, uHTS. S. cerevisiae tim23-1 growth, BacTiter-Glo luminescence, 24 h. inhibition, % at 20 µM. 330,000 compounds, 1.3% hits. AID 463212, 2010;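 active means growth inhibition of the mutant yeast at or above 50%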;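 further: temperature-sensitive mutant grown at 25 °C; plate controls were DMSO-treated mutant yeast for no effect and medium wells lacking yeast for full effect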
APJ ag: agonists of human apelin receptor APJ, primary screen, CHO-K1 cells, PathHunter beta-arrestin, luminescence; activation, % at 20 µM; AID 2520, 2010; P35414; 330,000 compounds, 0.11% hits; 0% DMSO wells, 100% apelin;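 active means activation more than six SD over the plate average, tested at 20 µM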;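 further: 0% = DMSO alone and 100% = apelin-13 at 10 nM; some results filed as inactive read as strong as hits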
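Material: engineered CHO-K1 APJ arrestin reporter cells; amount: 1000 CHO-K1 reporter cells seeded per well; incubation: compound stimulation 90 min at 25 °C, detection 60 min; signal: luminescent beta-gal fragment complementation, chemiluminescent substrate; read-out basis: APJ agonist activity; controls: DMSO-only wells as negative, 10 nM Apelin-13 as positive control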
Jurkat NFkB inh: inhibitors of induced NF-kB luciferase reporter, primary screen, TCR NF-kB activation inhibitor project, cell-based, luminescence, uHTS | Jurkat, PMA/ionomycin-induced NF-kB luciferase reporter | inhibition, % at 4 µM | 330,000 compounds, 0.53% hits | AID 435003, 2010; in the data active means inhibition above about 50%
Mdm2 MdmX PPI: inhibitors of human Mdm2-MdmX association, primary screen, cell-based, luminescence, split luciferase, SaOS-2, uHTS; SaOS-2 split-luciferase Mdm2/MdmX complementation; 330,000 compounds, 3% hits; inhibition, % at 8 µM; AID 485346, 2010;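 active means inhibition of at least 50% at 8 µM in the primary screen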
An asterisk follows results filed as active; x = no result given.

Below each SMILES: UPR XBP1 act	CHOP UPR activ	APJ antag	697 NFkB inh	tim23-1 inh	APJ ag	Jurkat NFkB inh	Mdm2 MdmX PPI
N#C/C(=C\c1cccnc1)C(=O)Nc1ccc(O)cc1F
    -4	-1.8	-36	-11	31	3	-2	3
CCc1c(C)[nH]c2ccc(OC)cc2c1=S
    -4	-1.0	-1	12	24	-5	14	20
O=C1NC[C@H](Cc2ccc(O)cc2)N(CCc2cccc3ccccc23)C1=O
    2	1.4	17	15	2	6	10	8
O=C(Cn1ccnc1[N+](=O)[O-])NCc1ccccc1
    -9	2.3	1	5	0	-4	2	9
C/C=C/c1ccc(OCC(=O)OCc2csc(CC(=O)Nc3ccccc3C)n2)c(OC)c1
    -5	1.5	16	-6	22	-3	-3	30
CC1(C)CC(NCc2cccc([N+](=O)[O-])c2)CC(C)(C)N1
    -6	1.8	-26	-3	-17	-3	-22	-37
O=C(Nc1ccccc1Br)C1CC(=O)N(c2ccc3c(c2)OCCO3)C1 (stereo not given)
    0	-0.3	0	-20	2	6	-4	10
Nc1nc(N2C(=O)C3CC=CCC3C2=O)nn1-c1ccccc1 (stereo not given)
    -2	1.5	21	0	17	2	16	-14
Cc1cc(=O)oc2cc(OC(C)C(=O)NC3(C#N)CCCCC3)ccc12 (stereo not given)
    0	-0.5	-6	22	1	-3	3	33
Cc1ccc(-c2cc3nc(C)cc(C)n3n2)cc1
    5	3.2	-10	-168	25	1	-118	-131

Below each SMILES: UPR XBP1 act	CHOP UPR activ	APJ antag	697 NFkB inh	tim23-1 inh	APJ ag	Jurkat NFkB inh	Mdm2 MdmX PPI
c1csc(-c2cnc3ccccc3n2)c1
    3	3.6	4	-85	21	-2	-101	-23
Cc1csc(NC(=O)C2CCCN(S(=O)(=O)c3cnc[nH]3)C2)n1 (stereo not given)
    -2	2.8	5	-15	16	4	-10	10
CC(=NCc1ccco1)C1=C(O)c2ccccc2C1=O
    -1	0.4	11	-10	50*	4	-21	-28
CCC(C)NC(=O)c1cc(Cl)ccc1OC (stereo not given)
    -1	3.4	14	10	5	-5	-1	3
COc1ccc(-c2nc3ccccc3c(=O)n2O)cc1
    -1	-0.1	4	-9	58*	-3	-30	14
O=C1CC(c2cc(-c3ccccc3)no2)C1
    3	1.7	3	-52	20	2	-54	-17
CC(C)NC(=O)N(C)C[C@H]1Oc2ccc(NC(=O)Cc3ccccc3)cc2C(=O)N([C@H](C)CO)C[C@@H]1C
    -1	0.0	-8	-3	-14	-4	-5	-4
CC1(C)CC(=O)C(C=NCC2CCN(C(=O)Nc3ccc(Cl)c(Cl)c3)CC2)=C(O)C1
    -5	-0.8	5	8	21	1	-20	9
Cc1csc(NC(=O)CSc2nnc(-c3cccnc3)o2)n1
    0	1.2	14	-22	-1	-5	-14	-13
CCCCOC(=O)CSc1nc2c(cc1C#N)C(=O)CC(C)(C)C2
    0	5.4	10	6	13	-4	-44	-1

Below each SMILES: UPR XBP1 act	CHOP UPR activ	APJ antag	697 NFkB inh	tim23-1 inh	APJ ag	Jurkat NFkB inh	Mdm2 MdmX PPI
O=C(Nc1ncccn1)C1=C(O)c2ccccc2S(=O)(=O)N1Cc1ccccc1
    2	2.7	9	2	-12	-4	6	5
CCCC(=O)Nn1cnc2c(c1=O)C1(CCCCC1)Cc1ccccc1-2
    2	0.9	18	-9	53*	3	5	6
COc1ccc(CC(=O)Nc2ccc(C)c(S(=O)(=O)N3CCCCCC3)c2)cc1
    -3	0.6	3	-14	14	1	3	30
O=c1[nH]c2ccc(Cl)cc2c(=O)n1Cc1ccco1
    4	1.0	36	17	12	-7	-1	25
CC[C@H](C)[C@@H](CNC)NC[C@@H](Cc1ccc(O)cc1)NCC(C)(C)C
    -1	0.1	1	10	-13	0	1	39
O=C(COC(=O)c1ccc(S(=O)(=O)N2CCCC2)cc1)Nc1cccnc1Cl
    -4	-3.4	3	13	0	0	16	9
CC(C)OC(=O)CN1CCN(c2ccc(Cl)cc2)CC1
    -1	0.5	8	3	-3	-2	10	-3
COc1ccc2cc(CN(CCc3ccccc3)Cc3nnnn3CC3CCCO3)c(=O)[nH]c2c1 (stereo not given)
    -4	-0.9	-9	-25	16	-1	-5	-12
CC(NS(=O)(=O)c1ccc(Cl)cc1)C(=O)Nc1ccc2c(c1)OCCO2 (stereo not given)
    -4	-0.2	-1	9	-10	-2	3	25
O=C(CCSCc1ccccc1F)NCc1ccc(F)cc1
    -2	-0.3	7	5	11	-4	8	23

Below each SMILES: UPR XBP1 act	CHOP UPR activ	APJ antag	697 NFkB inh	tim23-1 inh	APJ ag	Jurkat NFkB inh	Mdm2 MdmX PPI
COc1ccc(S(=O)(=O)N2CCC(C(=O)NCCOc3ccccc3F)CC2)cc1OC
    -2	-0.9	17	23	3	-4	-2	-31
Cc1ccc(-n2c(C)nnc2SCC(=O)N2CCOCC2)cc1
    3	1.0	3	8	8	1	-8	17
CC(=O)c1ccc(OCc2cc(C(=O)N(C)Cc3ccon3)no2)cc1
    0	0.3	-2	0	19	-3	-9	11
COc1ccc(-n2c(C)c(C(C)=O)c3cc(OC(C)=O)ccc32)cc1
    -2	-0.9	9	19	38	-3	37	82*
COc1ccc(-c2cc(C(=O)NC3CCCCC3)no2)cc1OC
    -2	1.7	13	6	2	-2	1	-24
Cc1nn(-c2ccccc2)c(Cl)c1C(=O)N(C)c1nc(-c2ccc(F)cc2)cs1
    -2	-0.1	-13	-5	2	-1	-5	-10
Clc1ccc(-c2nnc(CSc3nnc(-c4cccs4)n3Cc3ccccc3)o2)cc1
    0	47*	16	-13	26	1	30	7
CC1CCCCN1CCCNC(=O)c1ccc2c(=O)n(CCc3ccccc3)c(=O)[nH]c2c1 (stereo not given)
    0	0.6	4	-6	17	-1	-15	-11
Cc1nsc2c1ccc1ccccc12
    2	4.7	6	-1	11	-3	-13	-5
OCCNC(=S)Nc1ccc2c(c1)OCCO2
    3	-1.5	4	11	11	0	7	-26

Some of these compounds in order of molecular weight, rising:
Below each SMILES: UPR XBP1 act	CHOP UPR activ	APJ antag	697 NFkB inh	tim23-1 inh	APJ ag	Jurkat NFkB inh	Mdm2 MdmX PPI
OCCNC(=S)Nc1ccc2c(c1)OCCO2
    3	-1.5	4	11	11	0	7	-26
COc1ccc(-n2c(C)c(C(C)=O)c3cc(OC(C)=O)ccc32)cc1
    -2	-0.9	9	19	38	-3	37	82*
Cc1nn(-c2ccccc2)c(Cl)c1C(=O)N(C)c1nc(-c2ccc(F)cc2)cs1
    -2	-0.1	-13	-5	2	-1	-5	-10
COc1ccc(S(=O)(=O)N2CCC(C(=O)NCCOc3ccccc3F)CC2)cc1OC
    -2	-0.9	17	23	3	-4	-2	-31

(further entries)
Below each SMILES: UPR XBP1 act	CHOP UPR activ	APJ antag	697 NFkB inh	tim23-1 inh	APJ ag	Jurkat NFkB inh	Mdm2 MdmX PPI
COc1ccccc1N(CC(=O)NC1CCCC1)C(=O)C1(C)CC(=O)N=C2C=CC(C)=CN21 (stereo not given)
    1	-0.2	16	-1	13	0	1	13
CCOc1ccc(C(=O)CCNC(Cc2cnc[nH]2)C(=O)O)cc1 (stereo not given)
    1	0.2	7	3	-3	2	2	-18
COc1cccc(CNC(=O)C2CCCN(c3ncnc4c3nc3n4CCCCC3)C2)c1 (stereo not given)
    -5	-0.7	17	-17	15	-3	7	6
O=C(Nc1ccc(-c2nc3ccccc3o2)cc1)c1ccc2c(c1)OCO2
    88*	46*	-1	-93	-3	-1	-8	-4
Cc1nc2ccccn2c1C(=O)NN=C1CCN(C)CC1
    2	-0.7	-37	8	13	4	0	-12
CCCOc1ccc(/C=C/C(=O)N2CCN(c3ccccn3)CC2)cc1
    -1	1.1	3	8	41	-4	-7	-13
O=C1C=C(N2CCOCC2)CCC1
    -1	-0.3	-54	3	2	-3	16	1
C=CCOc1ccc(-c2nc3c(c(=O)[nH]c(=O)n3CCCC)n2C)cc1OC
    1	-1.5	-17	2	-33	-3	3	11
COc1ccc(/C=C(\NC(=O)c2ccccc2)C(=O)N/N=C/c2cccnc2)cc1
    -2	0.6	0	11	9	3	-4	-20
CC[C@]12c3[nH]c4ccc(Cl)cc4c3CCN1C(=O)[C@@H](CC(=O)NC(C)(C)C)C[C@@H]2C(=O)N1CCN(C(=O)c2ccco2)CC1
    3	2.3	x	-5	17	x	x	45

Below each SMILES: UPR XBP1 act	CHOP UPR activ	APJ antag	697 NFkB inh	tim23-1 inh	APJ ag	Jurkat NFkB inh	Mdm2 MdmX PPI
Cc1c(Cl)cccc1NC(=O)Cn1c(CCC(=O)O)ccc1-c1ccc(Cl)cc1
    -2	2.8	4	15	13	1	8	17
Cc1cc(C)c(S(=O)(=O)NCCOc2ccccc2)c(C)c1-n1cnnn1
    -2	-2.1	-23	4	12	0	4	16
CC1(c2ccc(Cl)cc2)NC(=O)N(CC(=O)NCc2ccc(F)cc2)C1=O (stereo not given)
    -3	-0.8	10	-12	3	-1	-7	-6
COC(=O)Cc1ccc(NC(=S)N2CCN(c3ccc(OC)cc3)CC2)cc1
    -1	-2.4	13	6	7	-3	10	10
O=c1c2ccccc2nc2n1CCCS2
    -5	-0.6	5	-2	6	-3	1	13
COc1ccc(CCNC(=O)c2cc(-c3cc(C)cc(C)c3O)n[nH]2)cc1OC
    -1	-0.8	-4	-4	28	0	-5	10
COc1ccccc1N1CCN(S(=O)(=O)Cc2ccccc2Cl)CC1
    0	0.7	9	-12	45	-1	-7	1
COc1ccc(C(=O)CC(=O)C(=O)Nc2ccccc2)cc1
    -2	4.2	1	-9	19	-2	-6	15
Cc1ccc(C(=O)NCCCNC(=O)COc2ccccc2Cl)cn1
    -2	0.5	13	10	4	1	10	2
COc1ccccc1NC(=O)CSc1sc2c(O)cc(=O)[nH]c2c1C#N
    -5	-0.1	12	4	4	1	-8	-7

Below each SMILES: UPR XBP1 act	CHOP UPR activ	APJ antag	697 NFkB inh	tim23-1 inh	APJ ag	Jurkat NFkB inh	Mdm2 MdmX PPI
COc1cc(/C=C/C(=O)OCC(=O)Nc2ccc(Cl)cn2)ccc1O
    2	0.1	-3	-45	16	-1	2	23
Cc1ncc(CO)c2c1OC(C)(C)OC2
    0	-1.9	9	9	5	-3	17	0
COC(=O)c1sc(N)c(C(=O)OC)c1COC(=O)CNS(=O)(=O)c1ccc(C)cc1
    -1	7.0	3	11	8	-1	7	-1
CCCCCCCCN1C(=O)N(C)C(N(O)C(=O)NC)C1(C)C (stereo not given)
    2	1.0	8	-20	2	1	-1	0
O=C(CSc1nc2ccccc2[nH]1)NC1CCCC1
    -1	1.2	22	-1	10	-1	-7	-22
NC(=O)c1ccc(C(F)(F)F)n(Cc2c(Cl)cccc2Cl)c1=O
    0	-1.3	1	-46	25	1	8	24
COC(=O)C(Cc1ccccc1)NC(=O)CNC(=O)c1sc2ccccc2c1Cl (stereo not given)
    -5	1.2	10	-7	11	-1	-19	4
CC(=O)Nc1ccc(NC(=O)CSC2=NS(=O)(=O)c3ccccc3N2)cc1
    -1	-0.5	17	17	-1	-1	2	-8
Cc1[nH]n(-c2ccccc2)c(=O)c1N=Nc1nccs1
    2	1.7	34	15	13	-4	-6	33
CCOC(=O)c1ccc(NC(=S)NNC(=O)COC)cc1
    1	-1.3	26	7	-11	-5	9	23
Cc1cccn2c(=O)c3cc(S(=O)(=O)c4ccccc4)c(=N)n(Cc4cccnc4)c3nc12
    5	-0.8	23	-18	15	2	-4	-5
